Screening data deposited in PubChem BioAssay by several laboratories.
dFosB activator – activators of delta FosB homodimer, primary screen, biochemical, fluorescence polarization, TAMRA-CDK5 oligo, single point; purified delta FosB; percent of positive-control signal above neutral wells; hit rate 0.99% among 340,000; activation, % at 25 µM;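 active = mean activation above about 17%, with every replicate also reaching it, limit read from the data, passing the limit was not always enough; inconclusive = only one of the two conditions met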;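 note: fluorescence polarization rise as delta FosB binds a TAMRA Cdk5 AP-1 oligo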
Target sequence (P13346 whole entry, looked up): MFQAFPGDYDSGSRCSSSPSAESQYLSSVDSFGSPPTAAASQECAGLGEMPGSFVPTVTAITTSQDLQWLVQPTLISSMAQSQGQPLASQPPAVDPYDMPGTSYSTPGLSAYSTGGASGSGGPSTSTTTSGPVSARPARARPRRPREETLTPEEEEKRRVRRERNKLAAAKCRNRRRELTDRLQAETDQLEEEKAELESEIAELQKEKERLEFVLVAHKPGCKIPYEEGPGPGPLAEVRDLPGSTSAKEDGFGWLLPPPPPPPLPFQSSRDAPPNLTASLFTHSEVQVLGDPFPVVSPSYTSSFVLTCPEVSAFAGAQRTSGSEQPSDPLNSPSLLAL
SR-BI DiI inh – inhibitors of SR-BI mediated HDL lipid uptake, primary screen, ldlA[mSR-BI] cells, fluorescence, single point; Scavenger receptor class B member 1 (Mus musculus), Q61009; ldlA[mSR-BI] CHO cells, DiI-HDL uptake fluorescence, 3 h; inhibition, % at 12.5 µM; hit rate 0.96% among 320,000; AID 488896, 2010;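 active = mean replicate inhibition of at least 70% and a set share of replicates each scoring 70 or more; inconclusive = meets just one of the two criteria; inactive = fails both criteria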;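 note: 0% = median of neutral control wells and 100% = median of positive control wells; values of inactives mirror those of a sister screen read the other way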
CDK5 inh – inhibitors of human CDK5/p35 kinase, primary screen, biochemical, single concentration | Cyclin-dependent kinase 5 (Homo sapiens) + Cyclin-dependent kinase 5 activator 1 (Homo … | Recombinant CDK5/p35, ADP-Glo luminescence, 60 min | inhibition, % at 10 µM | hit rate 0.01% among 330,000 | AID 488839, 2010;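 active = highest replicate inhibition of at least 50% and at least 75% of replicates reaching 50%; inconclusive = only one of the two criteria met; inactive = both criteria failed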;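 note: plate controls were DMSO neutral control for no effect and GW8510 at 10 µM for full effect; many of its hits are not listed in these tables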
cardiac RTF act – cardiac RTF calcium sensitivity activators, primary screen, biochemical, IANBD-TnC fluorescence, EC20 calcium | Troponin I, cardiac muscle (Homo sapiens) + Troponin T, cardiac muscle (Homo sapiens) + … | AID 493008, 2010 | activation, % at 7.2 µM | hit rate 0.24% among 340,000 | IANBD-labeled TnC RTF fluorescence at EC20 calcium; 0% EC20 calcium, 100% full calcium;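 active = activation above the mean over all tested compounds plus 3 SD, cut at about 30% in these data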;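 note: rise in fluorescence read as greater calcium sensitivity of cardiac thin filaments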
SR-BI DiI-HDL act – activators of SR-BI mediated DiI-HDL uptake, primary screen, ldlA[mSR-BI] CHO cells, DiI fluorescence. 3 h; 100 = double the neutral-control signal. activation, % at 12.5 µM. hit rate 0.096% among 320,000. AID 504775, 2011;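 active = mean replicate activation of at least 60% and every replicate at or above 60%; inconclusive = mean or all-replicate condition met, but not both; inactive = mean below 60% and not all replicates reaching 60%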;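 note: 0% = median plate neutral-control signal and 100% = twice that signal; values of inactives mirror those of a sister screen read the other way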
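Test system: SR-BI-overexpressing, LDLR-lacking CHO cells. Measured by: DiI fluorescence, bottom read. Medium: Ham's F12 with 0.5% BSA, HEPES 25 mM, pH 7.4. Timing: 3 h uptake period with compound, 37 °C.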
HTR5A ag – HTR5A agonists in luminescence cell assay, primary screen, counter-screen for OPRM1-OPRD1 heterodimer agonist project, full-deck HTS. 5-hydroxytryptamine receptor 5A (Homo sapiens), P47898. cell-based. activation, % at 9.3 µM. hit rate 0.61% among 340,000. AID 504692, 2011; in the data active = activation mostly above about 9.5%, no sharp cut-off; inactive = mostly below about 7.6%;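 note: 0% = cells with vehicle only and 100% = reference agonist; strong numbers were not always called active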
Target sequence (P47898 whole entry, looked up): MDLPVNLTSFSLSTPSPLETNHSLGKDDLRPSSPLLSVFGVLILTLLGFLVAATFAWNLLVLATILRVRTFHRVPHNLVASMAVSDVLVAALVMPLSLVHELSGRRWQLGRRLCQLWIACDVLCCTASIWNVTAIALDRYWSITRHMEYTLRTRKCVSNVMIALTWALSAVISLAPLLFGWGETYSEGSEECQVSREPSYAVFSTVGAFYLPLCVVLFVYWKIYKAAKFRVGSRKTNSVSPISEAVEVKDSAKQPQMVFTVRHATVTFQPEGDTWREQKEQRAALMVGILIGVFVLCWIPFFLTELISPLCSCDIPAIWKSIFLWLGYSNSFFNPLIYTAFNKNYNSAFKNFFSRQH
Rtt109 HAT inh – inhibitors of C. albicans Rtt109/Vps75 HAT, primary screen, biochemical, ThioGlo CoA-SH fluorescence, plate reader. Histone acetyltransferase RTT109 (Candida albicans (strain SC5314 / ATCC MYA-2876)), …. purified Rtt109/Vps75, 4 h. inhibition, % at 34.9 µM. hit rate 0.16% among 330,000. AID 540336, 2011;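 active = inhibition of at least 50% in every replicate; inconclusive = best replicate reaches 50% inhibition but some replicates fall short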
Target sequence (Q5AAJ8 whole entry, looked up): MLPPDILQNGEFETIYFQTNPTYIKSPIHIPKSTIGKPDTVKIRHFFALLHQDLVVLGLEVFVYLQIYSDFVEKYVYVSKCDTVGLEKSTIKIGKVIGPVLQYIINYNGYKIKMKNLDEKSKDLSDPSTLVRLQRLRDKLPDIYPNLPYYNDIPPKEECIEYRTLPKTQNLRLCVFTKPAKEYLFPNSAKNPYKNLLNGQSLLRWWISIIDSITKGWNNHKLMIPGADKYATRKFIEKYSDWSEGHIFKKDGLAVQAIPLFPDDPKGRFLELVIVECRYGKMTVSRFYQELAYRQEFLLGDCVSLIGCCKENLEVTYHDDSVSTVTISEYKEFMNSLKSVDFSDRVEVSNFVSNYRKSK
PvdQ inh – P. aeruginosa PvdQ acylase inhibitors, primary screen, biochemical, fluorescence, plate reader and imaging, single point; purified PvdQ acylase; inhibition, % at 10 µM; hit rate 0.063% among 340,000; in the data active = inhibition above about 30%, passing the limit was not always enough; inconclusive = no clear call, values can overlap the other calls;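 note: 0% = vehicle neutral wells and 100% = reference inhibitor wells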
MITF act – activators of MITF-driven TRPM1 promoter reporter, primary screen, cell-based, SK-MEL-5, luciferase, single point; activation, % at 12.5 µM; SK-MEL-5 TRPM1-promoter luciferase, 24 h; % of positive control, neutral wells = 0; hit rate 0.75% among 300,000;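 active = mean activation of at least 80% with every replicate also reaching 80%; inconclusive = mean reaches 80% but some replicate falls short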;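 note: 0% = neutral control wells and 100% = parthenolide positive control wells; values of inactives mirror those of a sister screen read the other way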
Wnt bcat act – Wnt/beta-catenin pathway activators, primary screen, cell-based, plate reader, single point. Wnt/beta-catenin reporter cell assay, activator. activation, % at 9.35 µM. hit rate 1.2% among 300,000. AID 743398, 2014; in the data active = activation above about 30%, passing the limit was not always enough; inconclusive = no clear call, values can overlap the other calls;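 note: 0% = neutral control wells and 100% = positive control wells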
Numbers without * were called inactive; ? = inconclusive; · = no result given.

cpd | smiles | Rtt109 HAT inh | dFosB activator | Wnt bcat act | cardiac RTF act | PvdQ inh | HTR5A ag | CDK5 inh | SR-BI DiI-HDL act | SR-BI DiI inh | MITF act
1 | CCOC(=O)c1c(C)oc2ccc(OC(=O)N3CCOCC3)cc12 | 14 | -11 | -1 | 9 | -11 | 2 | -2.3 | 12 | -12 | 3
2 | C[C@@H]1NC(=O)[C@H](CCC(=O)O)NC(=O)c2cc([N+](=O)[O-])cc(F)c2NCCC[C@@H](C(N)=O)NC1=O | 19 | -4 | -3 | 0 | 2 | 15 | -0.3 | 4 | -4 | 9
3 | Cc1cc(NC(=O)CSc2nc3c(c(=O)n2Cc2ccccc2)SC(C)C3)no1 (configuration not stated) | 2 | -5 | 3 | -1 | -19 | 7 | 0.4 | 3 | -3 | 21
4 | CCc1ccc(NC(=O)N2CCN(c3ccccc3)CC2)cc1 | 7 | -3 | 3 | 0 | 2 | 5 | -1.4 | -17 | 17 | 9
5 | S=C(NCc1ccco1)Nc1cccc(Cl)c1 | 4 | -6 | 2 | -5 | 10 | -1 | 0.4 | 0 | 0 | -12
6 | Cc1ccccc1NC(=O)N1CCCC(c2nc(-c3ccc(C(C)C)cc3)no2)C1 (configuration not stated) | 2 | -12 | -9 | 3 | 1 | 1 | 0.4 | -17 | 17 | -27
7 | CCc1ccc(C2CC(c3ccc(C)cc3)Nc3nc(N)nn32)cc1 (configuration not stated) | 14 | -11 | -2 | 8 | 2 | 2 | -0.7 | 26 | -26 | 19
8 | CCCC(=O)N(c1ccc2oc(C)c(C(C)=O)c2c1)S(=O)(=O)c1ccc(C(=O)O)cc1 | 1 | 0 | -1 | 6 | -11 | 3 | -1.7 | · | · | ·
9 | CS(=O)(=O)N1CCN(C(=O)Cc2ccc([N+](=O)[O-])cc2)CC1 | 10 | 1 | 1 | -7 | 11 | 3 | 0.7 | 2 | -2 | 4
10 | COc1ccccc1-c1noc(-c2cccnc2)n1 | -8 | -12 | 17 | -14 | 10 | 1 | -0.4 | -1 | 1 | 79
11 | O=C(NCc1ccco1)c1cnn2c(C(F)(F)F)cc(-c3ccccc3)nc12 | 5 | -17 | -7 | 2 | -6 | -1 | -1.7 | -7 | 7 | 2
12 | CC1CCCCC1NC(=O)CSc1nnnn1C (configuration not stated) | 3 | 6 | -4 | -4 | -9 | 8 | 0.6 | 13 | -13 | 3
13 | CCC(C)N1C(=O)N(C)C2NC(=O)NC21 (configuration not stated) | -6 | 2 | · | -2 | -12 | 4 | -0.6 | 23 | -23 | -12
14 | Cn1c(SCC(=O)N2CCOCC2)nnc1-c1ccc(Cl)cc1Cl | -4 | -1 | · | -2 | -1 | 3 | -0.1 | 28 | -28 | -3
15 | Cc1ccc2c(c1)Oc1ccc(NC(=O)CCCl)cc1C(=O)N2 | · | -10 | -2 | -5 | 4 | -3 | -2.0 | -24 | 24 | 0
16 | O=C(CSc1ccc(Cl)cc1)Nc1cccc(-c2nnc(-c3ccco3)o2)c1 | -3 | -3 | 9 | 1 | 3 | -2 | -0.5 | · | · | 24
17 | COC(=O)C1=CN(c2ccc(F)cc2)C=C(C(=O)OC)C1c1ccc([N+](=O)[O-])cc1 | 4 | -9 | 2 | 3 | 0 | -1 | -0.3 | -61 | 61 | -18
18 | Cc1ccc(CN2C(=O)CCC2C(=O)NCCN2CCOCC2)cc1 (configuration not stated) | -6 | -7 | · | 5 | -15 | 2 | 4.2 | 21 | -21 | -8
19 | CCc1cccc(CC)c1NC(=O)C1CC(=O)N(c2ccc3c(c2)OCCO3)C1 (configuration not stated) | 5 | -6 | -8 | -9 | 12 | 3 | -0.5 | 18 | -18 | 1
20 | COc1ccc(CNC(=O)c2cccc(-c3ccc(C)c4ccccc34)n2)cc1 | 7 | 2 | · | -1 | -11 | 5 | -0.6 | 6 | -6 | -3
21 | CCC/C(O)=C1\C(=O)CCCC1=NCCc1c(C)[nH]c2ccc(C)cc12 | -5 | -3 | 2 | -3 | 2 | 8 | 0.4 | -11 | 11 | -4
22 | O=C(CSc1nc2c(cnn2-c2ccccc2)c(=O)[nH]1)c1ccc(Cl)cc1 | 0 | -4 | -1 | -1 | -17 | 1 | 1.2 | 22 | -22 | -6
23 | COCc1ccc(C(=O)NC2CC(C)(C)Cc3c2cnn3-c2ccc(OC)cc2)o1 (configuration not stated) | -7 | -13 | 1 | -4 | -6 | -5 | 0.5 | -21 | 21 | -3
24 | CCOC(=O)C1=C(C)N(CCC(=O)O)C(=O)NC1c1ccccc1Cl (configuration not stated) | -4 | -9 | -1 | 0 | -11 | -2 | 0.1 | · | · | 6
25 | O=C(CS(=O)(=O)c1ccccc1)N1CCc2ccccc21 | 6 | -5 | 11 | 3 | -2 | 5 | 1.1 | 6 | -6 | 43
26 | Cc1c(Cl)cccc1NC(=S)NCC(c1cccnc1)N(C)C (configuration not stated) | 0 | -7 | -3 | -2 | -15 | 0 | 0.5 | -8 | 8 | -7
27 | CN(C)/C=C1\N=C(c2ccc(Cl)cc2Cl)OC1=O | -8 | 4 | 10 | -1 | -6 | 2 | 0.2 | -7 | 7 | 57
28 | CC(C)C(=O)Nc1c(-c2cccc(Cl)c2)c(=O)c2ccccc2n1C | 2 | -4 | -1 | 1 | -1 | -1 | 0.6 | 9 | -9 | -3
29 | CC(=O)C1CCC2C3CCC4CC(=O)CCC4(C)C3C(C)(O)CC12C (configuration not stated) | 3 | -12 | -3 | 2 | -6 | 0 | 3.6 | ? | -182 | 6
30 | C/C=C(\C)C(=O)N1CC2(CC(c3cccc(NC(=O)CCCCC)c3)=NO2)C[C@@H]1C(N)=O (some centres not stated) | -6 | -1 | 1 | 4 | -10 | -3 | -0.6 | -14 | 14 | 0
31 | CC1CCN(Cc2nc3c(c(=O)n(C)c(=O)n3C)n2CCCc2ccccc2)CC1 | 6 | -1 | · | 5 | 7 | -3 | 1.5 | -1 | 1 | 10
32 | O=[N+]([O-])c1cnn(-c2nc(-c3ccco3)cc(C(F)(F)F)n2)c1 | 0 | -4 | 3 | 1 | -2 | 5 | 1.1 | 5 | -5 | 9
33 | CSc1nc(-c2ccc(C)cc2)nc(C(Cl)Cl)n1 | 4 | -6 | · | 5 | -12 | -6 | 1.2 | -18 | 18 | ·
34 | CCOC(=O)/C(C#N)=C/c1cn(CCC(=O)O)nc1-c1ccc(Br)cc1 | 4 | 2 | -1 | 1 | -2 | 1 | -2.8 | 6 | -6 | 8
35 | C/C(=N\NC(=O)c1ccccc1O)C1C(=O)c2ccccc2C1=O | ? | -11 | · | -5 | -5 | 2 | -1.9 | -64 | 64 | 13
36 | Cc1cccc(C(CC(=O)NCc2ccco2)c2ccccc2)c1O (configuration not stated) | · | -15 | -1 | -3 | -11 | -4 | -1.0 | -35 | 35 | -1
37 | O=C(Nc1ccccc1)[C@@H]1CC=C[C@@H]2CCN(C3CCCCC3)C(=O)[C@@H]21 | 2 | 6 | -2 | 3 | -11 | -2 | 0.3 | 12 | -12 | -2
38 | CN(CC(=O)Nc1ccccc1Cl)C(=O)CN1C(=O)C2CC=CCC2C1=O (configuration not stated) | 1 | -4 | 0 | 0 | 5 | 2 | 1.8 | 11 | -11 | -6
39 | CCn1c(=O)c(C(=O)NCc2ccc(F)cc2)c(O)c2ccccc21 | -19 | -7 | 1 | -5 | -2 | -2 | 0.1 | -16 | 16 | ·
40 | CC(C)(C)N(Cc1ccccc1)C(=O)COC(=O)CN1C(=O)NC2(CCCC2)C1=O | 3 | -4 | -3 | -3 | -9 | 1 | -1.3 | -76 | 76* | -5
41 | COc1cc(S(=O)(=O)NC(C)C)ccc1Cl | 12 | -2 | · | 2 | 13 | 1 | 0.5 | 10 | -10 | 2
42 | CN(C)CCCN(C(=O)c1ccco1)c1nc2c(F)cc(F)cc2s1 | 5 | -19 | 1 | 1 | -16 | -1 | -0.3 | 17 | -17 | 10
43 | C#CCOc1ccc(/C=C2/C(=O)NN(c3ccccc3)C2=O)cc1OC | ? | -4 | 0 | 0 | -14 | 5 | 2.1 | 13 | -13 | 4
44 | COc1ccc(C(=O)N/C(=C\c2ccccc2)C(=O)NC(CC(C)C)C(=O)O)cc1 (configuration not stated) | · | 1 | · | -8 | -4 | -1 | -0.7 | 18 | -18 | 4
45 | COc1ccccc1N1CCN(c2nnc(-c3ccc(F)cc3)c3ccccc23)CC1 | 4 | -2 | -1 | -2 | -2 | -1 | -0.8 | -62 | 62 | -11
46 | COCCOc1ccc(C(F)(F)F)cc1NC(=O)c1ccccc1F | -2 | 2 | 1 | -4 | 6 | -1 | 1.8 | -24 | 24 | 7
47 | O=C(O)c1cccc(NC(=O)C23CC4CC(C2)CC(n2cnc(Cl)n2)(C4)C3)c1 | 2 | -1 | -1 | -5 | -4 | -3 | -4.0 | 16 | -16 | 5
48 | Cc1occc1C(=O)NCc1ccccc1F | -1 | -12 | -1 | 3 | -18 | -1 | -0.6 | 13 | -13 | 8
49 | COc1cccc(-c2nnc(N(C)C(=O)C3CCOC3)s2)c1 (configuration not stated) | 5 | -18 | 12 | -4 | -10 | 1 | -0.5 | 7 | -7 | 67
50 | CNC(=O)CSc1nnc(-c2ccco2)n1-c1ccccc1 | 1 | 3 | 1 | 2 | -20 | 2 | -2.5 | 5 | -5 | -17
51 | COc1cc(/C=C2/NC(=O)NC2=O)cc(Br)c1OCc1ccccc1 | -2 | 13 | -1 | 6 | -16 | -3 | -6.9 | -48 | 48 | -11
52 | O=C(O)c1ccc(Cl)c(S(=O)(=O)Nc2ccccc2Cc2ccccc2)c1 | -4 | 2 | -1 | -1 | -14 | 5 | -0.7 | 11 | -11 | -3
53 | Cc1ccc(C(C)C)c(OCc2nnc(SCC(=O)Nc3nccs3)n2C)c1 | 13 | -4 | · | -4 | -7 | -1 | -1.7 | -69 | 69 | -6
54 | CCOC(=O)c1c(C)c2c(=O)[nH]cnc2n1-c1ccccc1 | · | -8 | 0 | -3 | -15 | 6 | 1.6 | 17 | -17 | 9
55 | O=C(c1cc(-c2ccc(Br)cc2)on1)N1CCCCCC1 | -2 | -2 | ? | -7 | -2 | -2 | 0.2 | 19 | -19 | 69
